# Screening results as filed in PubChem BioAssay.
# ERp5 inh = inhibitors of ERp5-driven insulin aggregation, primary screen, biochemical, turbidity, absorbance 650 nm, single point. 90 min. Protein disulfide-isomerase A6 (Homo sapiens), Q15084. 350,000 tested, 0.05% active. AID 651711, 2012. inhibition, % at 9.99 µM;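 active means mean replicate inhibition above about 25%, with every replicate also reaching it, limit read from the data, passing the limit was not always enough; inconclusive means only one of those two criteria met; inactive means neither criterion met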
# CASP6 VEID inh = human caspase-6 inhibitors, primary screen, biochemical, VEID-R110 fluorescence, single point, set 2. AID 686996, 2013. inhibition, % at 12.5 µM. 350,000 tested, 0.53% active. purified caspase-6, Z-VEID-R110 cleavage fluorescence. P55212;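 active means mean inhibition across replicates at least about 35%, with every replicate also reaching that limit, limit read from the data; inconclusive means only one of the two criteria met; inactive means neither criterion met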;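 further: 0% = median of neutral control wells and 100% = no fluorescence left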
# Target sequence (P55212 24-179 limits assumed): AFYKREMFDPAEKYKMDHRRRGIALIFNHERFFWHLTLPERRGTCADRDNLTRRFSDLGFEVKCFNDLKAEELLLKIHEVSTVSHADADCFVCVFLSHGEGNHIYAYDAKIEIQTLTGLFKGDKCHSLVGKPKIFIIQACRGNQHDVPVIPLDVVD
# Target sequence (P55212 194-293 limits assumed): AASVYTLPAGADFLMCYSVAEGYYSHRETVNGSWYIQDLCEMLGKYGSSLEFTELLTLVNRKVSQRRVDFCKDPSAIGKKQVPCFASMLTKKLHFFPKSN
# ARNT-TACC3 inh = disruptors of ARNT/TACC3 protein interaction, primary screen, biochemical, AlphaScreen, single concentration; AID 623870, 2012; 390,000 tested, 0.66% active; Transforming acidic coiled-coil-containing protein 3 (Homo sapiens), Q9Y6A5; inhibition, % at 9.99 µM; AlphaScreen His-ARNT PAS-B/GST-TACC3 binding, luminescence; TACC3 fragment carries E629A point mutation;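 active means mean inhibition of replicates at least 50% and at least half of replicates each reaching 50%; inconclusive means half or more replicates reach 50% but mean below 50%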;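 further: 0% = complete ARNT plus TACC3 wells and 100% = ARNT alone without TACC3; many hits fall short of the cut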
# RAD52 inh = RAD52 DNA annealing inhibitors, primary screen, biochemical, FRET, single point, set 2; DNA repair protein RAD52 homolog (Homo sapiens), P43351; recombinant RAD52 DNA annealing, FRET fluorescence; inhibition, % at 18.7 µM; 360,000 tested, 0.46% active;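 active means every replicate showing at least 50% inhibition; inconclusive means mean inhibition at least 50% but not in every replicate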
# esBAF inh = Bmi1 luciferase reporter increase in mESCs, primary screen, esBAF inhibitor project, mouse ES cells, Bmi1 luciferase knock-in, single point | 24 h; 100% = twice the neutral-well signal | reporter increase, % at 12.5 µM | 350,000 tested, 2% active | AID 602393, 2012; in the data active means activation above about 40%; inconclusive means no clear call, values can overlap the other calls;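 further: 0% = median of the plate's neutral control wells and 100% = double that signal; a rise in the Bmi1 reporter signal indicates esBAF inhibition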
# PglD DTNB = C. jejuni PglD acetyltransferase inhibitors, primary screen, biochemical, DTNB colorimetric, single point. UDP-N-acetylbacillosamine N-acetyltransferase PglD (Campylobacter jejuni). purified PglD enzyme, DTNB colorimetric CoA detection. inhibition, % at 12.5 µM. 360,000 tested, 0.098% active. AID 602405, 2012; in the data active means inhibition above about 16%, passing the limit was not always enough; inconclusive means no clear call, values can overlap the other calls; further: strong numbers were not always called active
# E-selectin induc = E-selectin induction in HUVECs, primary screen, imaging, HUVEC, immunofluorescence imaging, single point. P16581. normalized: neutral wells 0, TNF-alpha wells 100. activation, % at 7.58 µM. 260,000 tested, 0.37% active;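 active means mean E-selectin-positive cell signal at least 10% of the positive control, reached in at least 60% of replicates, without over 20% cell loss; inconclusive means no rule given, readout overlaps actives, possibly toxicity-flagged; inactive means the rest, including those meeting only one limit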;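 further: in these data hits start at about 27%; measured in HUVEC primary endothelial cells; signal is the percent of cells scored E-selectin positive by PE staining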
# Target sequence (P16581 whole entry, looked up): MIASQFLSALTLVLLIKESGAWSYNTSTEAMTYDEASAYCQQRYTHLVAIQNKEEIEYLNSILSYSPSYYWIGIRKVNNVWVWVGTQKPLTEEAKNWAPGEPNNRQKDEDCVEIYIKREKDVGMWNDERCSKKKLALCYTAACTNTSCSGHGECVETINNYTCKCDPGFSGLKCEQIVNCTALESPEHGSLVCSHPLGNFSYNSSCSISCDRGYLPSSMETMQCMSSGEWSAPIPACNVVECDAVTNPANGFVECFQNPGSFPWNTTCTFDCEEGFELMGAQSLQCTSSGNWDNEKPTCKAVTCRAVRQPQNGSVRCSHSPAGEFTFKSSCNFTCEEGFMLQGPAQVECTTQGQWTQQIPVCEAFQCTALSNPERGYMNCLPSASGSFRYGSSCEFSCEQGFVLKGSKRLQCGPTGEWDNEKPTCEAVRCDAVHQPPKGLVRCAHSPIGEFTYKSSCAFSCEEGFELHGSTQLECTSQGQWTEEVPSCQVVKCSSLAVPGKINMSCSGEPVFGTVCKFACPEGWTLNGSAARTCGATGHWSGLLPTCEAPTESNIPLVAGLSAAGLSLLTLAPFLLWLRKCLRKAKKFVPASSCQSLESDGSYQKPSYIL
#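 Assay system: HUVEC primary endothelial cells. Input: 3,000 HUVEC seeded per well. Doses: one compound dose added by pin transfer. Read-out basis: % PE-positive cells. Benchmarks: TNF-alpha high, DMSO low. Detection: immunofluorescence imaging. Buffer or medium: EGM-2, gelatin.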
# RAD54 inh = inhibitors of human RAD54 branch migration, primary screen, biochemical, fluorescence, single point; RAD54 Holliday junction branch migration, FAM/BHQ fluorescence; inhibition, % at 10.4 µM; 360,000 tested, 0.14% active;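 active means mean normalized replicate activity at least 40 and at least half of replicates scoring 40 or more; inconclusive means only one of the two criteria met; inactive means mean below 40 and under half of replicates reaching 40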;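 further: 0% = median of neutral control wells and 100% = median of positive control wells; inhibitors cause a drop in the FAM fluorescence signal; in these data hits start at about 50%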
# Starred values were filed as active, the others as inactive; ? = inconclusive; nt = not tested or not shown.
# Fields: ERp5 inh, CASP6 VEID inh, ARNT-TACC3 inh, RAD52 inh, esBAF inh, PglD DTNB, E-selectin induc, RAD54 inh
CCOc1cc(CN2CCN(C(=O)c3ccco3)CC2)ccc1OC
    -4.9, 0.6, -1.9, -11.7, 10.4, 1.0, nt, 11.1
COc1ccc(C(CNC(=O)COc2cccc(C(F)(F)F)c2)N2CCCC2)cc1 (stereo not given)
    -0.3, 10.6, 5.9, -76.0, -0.6, 1.2, 0.4, -8.9
O=C(N[C@H]1CC[C@@H](CCNS(=O)(=O)c2ccc(F)cc2)O[C@@H]1CO)C1CCC1
    -1.6, 0.1, -3.8, -9.5, -0.9, 1.6, 0.5, -3.9
Cc1ccc(OCC(=O)NNC(=O)C2CCN(c3ncccn3)CC2)cc1
    nt, nt, 4.6, nt, -7.5, -2.3, nt, -15.2
Cc1noc(C)c1NC(=O)N(C)C[C@H]1Oc2ccc(NC(=O)CCN3CCOCC3)cc2CC(=O)N([C@@H](C)CO)C[C@@H]1C
    -0.6, -0.5, -12.2, -1.0, -1.9, -0.2, 0.1, 0.1
CC(C)(C)NC(=O)C(c1ccc(F)cc1)N(C(=O)CCC(=O)Nc1ccccn1)C1CCCC1 (stereo not given)
    3.4, 0.8, -6.5, -1.8, -2.6, -0.7, nt, -12.6
C/C=C/c1ccc2c(c1)O[C@H](CN(C)CCC)[C@H](C)CN([C@H](C)CO)S2(=O)=O
    0.9, -2.7, -6.3, 13.9, -2.4, 1.8, 1.5, -9.0
Cc1nn(C)cc1NC(=O)C[C@H]1CC[C@@H]2[C@@H](COc3ccc(NC(=O)NC(C)C)cc3C(=O)N2C)O1
    0.0, 0.3, 4.1, 6.9, 0.2, 2.2, 0.1, 3.2
CCOC(=O)C1C(=O)N(O)CC1c1cccc(Oc2ccccc2)c1 (stereo not given)
    2.4, 1.5, nt, -2.4, -7.6, 3.6, nt, -2.0
COc1ccccc1C(=O)NC(=S)Nc1ccccc1N1CCCC1
    8.3, -2.9, -4.9, 0.8, 14.2, -0.4, nt, -3.1
CC(C)C(C)N(Cc1cccc(C(=O)O)c1)C(=O)c1ccc2ccccc2n1 (stereo not given)
    -4.2, -5.9, nt, -7.1, 4.8, -2.5, 0.1, 1.1
C[C@@H]1CN([C@H](C)CO)C(=O)c2cccc(NC(=O)C3CC3)c2O[C@H]1CN(C)S(=O)(=O)c1cccs1
    -3.7, -0.6, -5.0, 0.6, -2.7, -0.9, 0.0, 2.8
C[C@H](CO)N1C[C@H](C)[C@H](CN(C)CC2CCCCC2)Oc2ccc(NC(=O)CCN3CCOCC3)cc2CC1=O
    0.3, 0.5, -7.3, -23.3, 3.0, -7.9, -0.7, -16.9
CCc1cc2c(=O)n3c(nc2s1)-c1[nH]c2ccc(OC)cc2c1CC3
    -3.9, -1.1, -2.8, -9.1, nt, nt, 0.8, nt
Cc1cccnc1NC(=O)c1cccc(S(=O)(=O)N2CCN(c3ccc(F)cc3)CC2)c1
    -5.7, 1.0, 2.1, -8.4, 2.4, 1.8, -0.2, 9.1
CCc1nnc(NC(=O)CCC(=O)NC2CC2)s1
    9.5, -3.3, -5.0, -10.0, -2.1, -3.3, nt, 0.7
Cc1noc(/C=C/c2ccco2)c1S(=O)(=O)N1CCC(C(=O)NC(C)c2ccccc2)CC1 (stereo not given)
    4.1, 0.4, -4.5, -17.7, -4.4, 0.8, 3.8, -4.4
O=C(Cc1ccc(NC(=O)C2CCN(C(=O)CCc3ccccc3)CC2)cc1)Nc1ccc(C(=O)N2CCOCC2)cc1
    1.6, -0.1, 2.2, -29.5, -4.7, 2.4, -0.1, 4.9
COc1ccc(C)cc1NC(=O)c1ccc2c(SCC(=O)O)c3c(nc2c1)CCCC3
    ?, 6.2, -4.5, -16.3, -7.4, nt, nt, nt
O=C1/C(=C/c2ccco2)CCc2ccccc21
    1.6, 0.2, -11.3, -5.6, nt, 2.3, nt, -2.3
CCOc1ccc([N+](=O)[O-])cc1CNC1CCCCCCC1
    1.4, -0.5, 2.0, -5.8, -9.1, -1.5, nt, -3.4
C[C@@H]1CN([C@@H](C)CO)C(=O)c2cccc(NS(=O)(=O)c3ccc(Cl)cc3)c2O[C@@H]1CN(C)Cc1ccc(-c2ccccc2)cc1
    18.8, nt, -3.8, 32.5, 7.8, -2.1, 7.1, 3.6
Cc1cccc(NC(=O)COC(=O)c2cc(C)oc2C)c1
    21.1, 6.0, -3.8, -14.3, -4.2, nt, nt, nt
CCC(=O)Nc1ccc2c(c1)OC[C@@H](C)N(C(=O)CN(C)C)C[C@@H](C)[C@@H](OC)CN(C)C2=O
    -1.2, 0.2, -2.0, 3.1, -1.6, -0.1, -0.1, 11.8
O=C1c2ccccc2NC(c2ccco2)N1/N=C/c1ccco1 (stereo not given)
    0.4, 6.3, 7.2, -12.5, 27.5, -5.3, nt, 7.4
NS(=O)(=O)c1ccc(NC(=O)NC2CC(=O)N(c3ccc4c(c3)OCCO4)C2)cc1 (stereo not given)
    0.0, 0.2, -1.6, -6.3, nt, nt, 0.3, nt
C[C@@H]1CN([C@H](C)CO)C(=O)c2cc(-c3cccc(F)c3)cnc2O[C@H]1CN(C)CC1CCCC1
    -3.6, 3.2, 2.3, 6.2, -5.4, 34.2, -2.2, 2.8
Cc1ccccc1NS(=O)(=O)c1cc(C(=O)NCCC2=CCCCC2)ccc1Cl
    nt, nt, -9.9, nt, -3.3, 0.6, nt, -1.5
Cc1ccc(S(=O)(=O)Nc2ccc3c(c2)CC(=O)N([C@@H](C)CO)C[C@@H](C)[C@H](CN(C)C(=O)NC(C)C)O3)cc1
    -4.9, -1.0, 3.2, 5.7, 5.3, -1.9, 0.3, -3.2
C#CCNC(=O)C1=C[C@@H](c2ccc(Br)cc2)C[C@@H](OCCCCO)O1
    -3.6, 0.4, 1.5, -381.7, 2.8, -0.8, 0.9, -3.5
CC(C)(C)c1ccc(CCC2OCC(C[N+]3(C)CCOCC3)O2)cc1 (stereo not given)
    -2.8, -4.8, 4.4, 0.3, nt, -3.7, 0.1, 7.4
O=C1OC2CC3CC1CC(O)(C3)C2 (stereo not given)
    nt, nt, -5.2, nt, -2.1, -10.3, nt, -16.6
CCc1ccc(-n2c(=O)c3ccc(C(=O)NCCc4ccccc4)cc3n(CC(N)=O)c2=O)cc1
    1.1, 4.0, -3.2, -16.2, -6.0, 4.0, 0.3, -0.6
CN1c2ccc(-c3ccc(F)cc3)cc2[C@@H]2[C@@H](CCN2C(=O)C2CCOCC2)[C@H]1CO
    -4.1, -4.7, 5.8, 15.8, -7.5, -3.1, -0.5, 13.7
CC(Oc1cc(C(F)(F)F)cc(C(F)(F)F)c1)C(=O)NC(N)=O (stereo not given)
    -0.5, -0.2, 3.6, 0.4, -3.6, 2.3, nt, -4.8
CCN(CC)CCN=C1CCCc2ccccc2N1
    nt, nt, -14.0, nt, 0.5, 0.4, nt, -8.9
COc1ccc2c3c([nH]c2c1)[C@H](CO)N(C(=O)C1CC1)CC31CN(S(C)(=O)=O)C1
    -2.5, -0.1, nt, -15.5, nt, nt, 0.1, nt
CCOC(=O)CSc1ccc(S(=O)(=O)N2CCCCC2)cc1[N+](=O)[O-]
    -3.0, 3.1, -2.0, 4.8, 2.4, 1.7, -0.3, 2.4
COC(=O)c1ccccc1NC(=O)c1cc(-c2ccc(O)cc2)on1
    -2.8, 0.6, -5.3, 2.8, -1.9, 4.1, nt, -9.1
COCCNC(=O)C1CCCN(C(=O)c2nc3ccccc3s2)CC1 (stereo not given)
    4.1, -1.5, nt, -69.8, 1.3, -3.1, 0.0, 0.4
CCC(C)(C)n1nnnc1CN(Cc1ccco1)Cc1cc2cc3c(cc2[nH]c1=O)OCO3
    nt, nt, -8.8, nt, -0.8, -7.3, nt, -11.6
CCn1cc(CN2CCCC(CNS(=O)(=O)c3cccc4cccnc34)C2)cn1 (stereo not given)
    12.6, -2.0, -5.4, -4.5, nt, 0.9, -2.7, -6.8
Cn1c(=O)oc2cc(S(=O)(=O)N3CCCC(C(=O)N4CCc5ccccc5C4)C3)ccc21 (stereo not given)
    -1.8, 4.0, 0.0, -20.5, 6.7, 2.8, 0.0, 1.4
CCCNC(=O)Nc1ccc2c(c1)C(=O)N(C)C[C@H](OC)[C@@H](C)CN(C(=O)C1CCOCC1)[C@H](C)CO2
    0.1, -1.2, -11.8, 5.8, -6.8, 5.8, 0.3, 1.2
Cc1cccc(OCC2Cn3c(nc4c3c(=O)[nH]c(=O)n4C)O2)c1 (stereo not given)
    9.8, -3.4, -9.0, -5.3, -0.8, -1.2, -0.2, -17.6
CCOC(=O)C1CCN(C(=O)C2CCC(=O)N(CC3CCCCC3)C2)CC1 (stereo not given)
    -2.4, 1.0, -7.2, -14.7, nt, -3.5, nt, -7.3
COc1ccc2c(CCNC(=O)c3ccc([N+](=O)[O-])cc3)c[nH]c2c1
    -1.8, 0.8, 22.1, -37.0, -2.4, -5.1, nt, 4.9
CC1(C(=O)O)CCCN(C(=O)c2ccc3c(c2)C(C)(C)CCC3(C)C)C1 (stereo not given)
    -2.1, 1.5, nt, -20.0, -5.7, 2.0, -0.1, -5.7
Cc1cc(Br)cc(Cl)c1OC(=O)c1ccncc1
    -0.8, -1.9, -4.6, -5.9, -4.7, 6.4, 0.3, 3.0
CCOC(=O)c1cc2c(nc1NC(=S)Nc1ccccc1)CC(C)(CC)OC2 (stereo not given)
    0.3, -5.0, -0.8, 9.1, 1.2, nt, 0.3, nt
COC(=O)[C@@]12C[C@@H](CC(=O)NCc3ccccc3)C(=O)N(Cc3ccccc3)C1=CCC(C)(C)C2
    -0.2, 0.8, nt, 13.4, nt, nt, -0.4, nt
O=c1ccc2ccccc2o1
    0.6, 1.9, 1.5, -5.0, -0.2, 2.4, 0.6, -11.1
CC(C)NC(=O)N(C)C[C@@H]1Oc2ccc(NC(=O)C3CCCCC3)cc2C(=O)N([C@H](C)CO)C[C@@H]1C
    5.3, -1.1, -11.4, -1.6, -1.3, -2.7, 0.1, -8.5
Cc1noc(C)c1NC(=O)N(C)C[C@H]1Oc2c(NC(=O)NC3CCCCC3)cccc2C(=O)N([C@@H](C)CO)C[C@H]1C
    -3.3, -0.9, -2.6, 0.7, -5.3, 2.0, 0.1, -0.2
CO[C@H]1CN(C)C(=O)c2ccc(NC(=O)Nc3c(C)noc3C)cc2OC[C@H](C)N(C)C[C@@H]1C
    2.5, 1.2, nt, 7.0, nt, nt, 0.0, nt

# A different layout for some results above.
CC(C)(C)c1ccc(CCC2OCC(C[N+]3(C)CCOCC3)O2)cc1 (stereo not given)
  ERp5 inh = -2.8	CASP6 VEID inh = -4.8	ARNT-TACC3 inh = 4.4	RAD52 inh = 0.3	esBAF inh = nt	PglD DTNB = -3.7	E-selectin induc = 0.1	RAD54 inh = 7.4
O=c1ccc2ccccc2o1
  ERp5 inh = 0.6	CASP6 VEID inh = 1.9	ARNT-TACC3 inh = 1.5	RAD52 inh = -5.0	esBAF inh = -0.2	PglD DTNB = 2.4	E-selectin induc = 0.6	RAD54 inh = -11.1
